# Screens deposited in PubChem BioAssay by National Center for Advancing Translational Sciences (NCATS).
# aSyn rescue – rescues yeast growth from alpha-synuclein toxicity | Yeast expressing alpha-synuclein, growth rescue, BacTiter-Glo, 24 h | Potency, µM (top dose mostly 46.1 µM), without a hit: at the highest dose growth rescue (activation), usual class: activators | 0.14% of 370,000 active | AID 652106; further: potency means the concentration at half of the fitted maximal effect; % of control where 0% means no effect; nearly all actives have a fitted effect of over 65% in size
#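 Rescue of yeast growth: cells expressing toxic alpha-synuclein, induced in galactose at OD600 0.02, incubated with compound 24 h at 30 C. ATP luminescence quantified growth; inhibitors of toxicity appear as activators.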
# D3 antag – antagonists of human D3 dopamine receptor; max response, negative = inhibition, %; P35462; D3R cells, DiscoveRx beta-arrestin luminescence, antagonist mode; active compounds read low; 2.5% of 360,000 active; in the data active means max response below about -50%; inconclusive means no clear call, values can overlap the other calls; further: on the % scale 0 is the no-effect control and ±100 the full control effect; mostly tested at two doses, the higher about 12 µM
# Target sequence (P35462 whole entry, looked up): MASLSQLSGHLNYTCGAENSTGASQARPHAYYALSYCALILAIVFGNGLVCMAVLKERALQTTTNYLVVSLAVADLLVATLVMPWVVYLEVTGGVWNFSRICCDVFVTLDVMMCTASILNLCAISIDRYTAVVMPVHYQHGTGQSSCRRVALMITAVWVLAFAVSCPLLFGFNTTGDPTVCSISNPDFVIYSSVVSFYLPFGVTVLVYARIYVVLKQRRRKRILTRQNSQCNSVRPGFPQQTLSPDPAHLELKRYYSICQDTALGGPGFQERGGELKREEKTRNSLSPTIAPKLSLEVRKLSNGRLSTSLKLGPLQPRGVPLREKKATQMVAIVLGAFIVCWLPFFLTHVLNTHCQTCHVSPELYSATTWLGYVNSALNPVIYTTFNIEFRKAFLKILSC
#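 Cells expressing the human receptor were seeded at 1500 cells/well, incubated overnight at 37 degrees C in 5% CO2, then exposed to library compounds with dopamine controls for 90 minutes at 37 degrees C before luminescent detection.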
# Abeta rescue – A-beta toxicity reversal in yeast. 0.063% of 410,000 active. yeast expressing A-beta42, growth rescue, OD600, 48 h; response scale: 0% DMSO, 100% iron-clioquinol control. Potency, µM (top dose mostly 46.1 µM), for inactives: at the top dose growth rescue, actives largely listed as activators; further: potency means the concentration at half of the fitted maximal effect; nearly all actives have a fitted effect of over 55% in size
#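 Yeast growth medium received pinned compounds, then yeast cells expressing toxic A-beta were added; plates incubated at 30 C for 48 hr. Growth read as absorbance at 600 nm, normalized to DMSO and equimolar FeCl3 plus clioquinol controls.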
# pAkt inh – inhibitors of Akt phosphorylation; Neuro2A IGF-stimulated pAkt S473 HTRF, 20 min; active compounds read low; activity change, % for hits at 50 µM; 0.32% of 360,000 active; AID 651550; in the data active means activity change below about -80%; inconclusive means mostly about -51% to -80%; further: on the % scale 0 is the no-effect control and ±100 the full control effect
#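 Single-point screen (50 µM final compound) in Neuro2A cells stimulated 20 min with 6 nM IGF at 37 deg C. After lysis, Ser473-phosphorylated Akt read by HTRF (ex 330 nm, em 615/665 nm) as the 665/615 ratio.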
# GLP1R inv ag – acts as inverse agonist at human GLP-1 receptor; P43220; HEK293 GLP-1R CRE-luciferase, luminescence, 24 h; GLP-1R form is constitutively active; Potency, µM (doses to about 38.3 µM), for inactives: at the highest dose activity change, negative = inhibition, actives largely listed as inhibitors; 1.6% of 410,000 active; AID 624417; further: potency means the concentration at half of the fitted maximal effect; on the % scale 0 is the no-effect control and ±100 the full control effect; nearly all actives have a fitted effect of over 55% in size
# Target sequence (P43220 whole entry, looked up): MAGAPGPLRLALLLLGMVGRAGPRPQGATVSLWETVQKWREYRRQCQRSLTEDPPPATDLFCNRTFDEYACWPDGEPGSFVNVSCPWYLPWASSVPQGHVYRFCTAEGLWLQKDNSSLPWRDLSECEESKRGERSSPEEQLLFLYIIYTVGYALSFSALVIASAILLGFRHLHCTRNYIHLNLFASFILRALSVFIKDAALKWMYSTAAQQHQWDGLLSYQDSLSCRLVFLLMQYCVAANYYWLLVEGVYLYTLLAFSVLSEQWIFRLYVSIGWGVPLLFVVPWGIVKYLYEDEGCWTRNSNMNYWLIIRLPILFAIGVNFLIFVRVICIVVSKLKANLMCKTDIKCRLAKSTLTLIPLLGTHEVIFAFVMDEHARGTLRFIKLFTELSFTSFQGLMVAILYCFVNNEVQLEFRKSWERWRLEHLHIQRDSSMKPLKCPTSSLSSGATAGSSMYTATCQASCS
#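 Constitutively active GLP-1R drives a cAMP-responsive luciferase in stably transfected HEK293 cells; test compounds are added after overnight (12 h) attachment and left 24 hr, and signal loss in luminescence marks inhibition.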
# PTHR1 agonist – activates the human parathyroid hormone receptor PTHR1; 0.075% of 410,000 active; Q03431; HEK293 GP2 PTHR1 cells, GloSensor cAMP luminescence, 1 h; Potency, µM (top dose mostly 115 µM), inactives show at the top dose activation, actives largely listed as activators; further: potency means the concentration at half of the fitted maximal effect; nearly all actives have a fitted effect of over 55% in size; some results filed as inactive show a strong effect at the top dose; inactives centre near -15; many of its hits are not listed in these tables
#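 HEK-293-derived GP2 cells expressing PTHR1 and a GloSensor cAMP reporter, 3,000/well, plated overnight, given luciferin plus IBMX (each 0.5 mM as added) for 1 h at 37 °C, then compound for 1 h at 37 °C. Luminescence was read after 15 min at room temperature.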
# TDP-43 yeast inh – rescues yeast growth from TDP-43 toxicity; Potency, µM (top dose mostly 46.1 µM), without a hit: top-dose growth rescue (activation), most hits filed as activators; TDP-43 expressing yeast growth rescue, BacTiter-Glo, 24 h; AID 652104; 1.8% of 410,000 active; further: potency means the concentration at half of the fitted maximal effect; % of control where 0% means no effect; nearly all actives have a fitted effect of over 50% in size
#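 Galactose-induced TDP-43 yeast, OD600=0.02, compound pinned; 24 hr, 30 deg C; BacTiter-Glo luminescence for growth. Inhibitors of TDP-43 toxicity read as activators.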
# FUS suppressor – rescues growth of FUS-expressing yeast | S. cerevisiae FUS-expressing, growth rescue, OD600, 24 h | Potency, µM (highest dose often 76.6 µM), without a hit: top-dose growth rescue (activation), actives largely listed as activators | 0.24% of 390,000 active | AID 1347120;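 further: potency means the concentration at half of the fitted maximal effect; plate controls were DMSO vehicle for no effect and reference control for full effect; nearly all actives have a fitted effect of over 55% in size; some results filed as inactive show a strong effect at the top dose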
#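 Galactose (2%) drives FUS expression in yeast precultured in raffinose; seeding density OD 0.005. Test compounds incubated 24hr at 30C and 99% humidity before absorbance at 600 nm was measured.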
# GLP1R ag – activates the human GLP-1 receptor. P43220. HEK293 GLP-1R CRE-luciferase, luminescence, 4-6 h; cells express a hypersensitive GLP-1R form. Potency, µM (highest dose often 45.6 µM), without a hit: at the top dose activation, usual class: activators. 0.007% of 380,000 active. AID 624172; further: potency means the concentration at half of the fitted maximal effect; % of control where 0% means no effect
# An asterisk follows results filed as active; i = inactive; ? = inconclusive; · = no result given; & = joins results of further samples; [ ] = dose if it differs, or a comment. Unless noted, the call rests on the fitted dose curve; in most records, active means well fitted curve in the direction sought with a large enough effect; inconclusive means small, poorly fitted or top-dose-only effect, or another doubt; inactive means no such curve, though single readings can be large; an effect the other way counts as inactive or inconclusive. A portion of the library (hit frequency here may not be typical).
SMILES,aSyn rescue,D3 antag,Abeta rescue,pAkt inh,GLP1R inv ag,PTHR1 agonist,TDP-43 yeast inh,FUS suppressor,GLP1R ag
COc1cc(CN2CCCC(C(=O)c3sccc3C)C2)cc(Cl)c1O (centres undefined),5%,-51*,10%,i,?,-8%,-5%,16%,8%
O=c1c2cc(Br)ccc2[nH]c(=S)n1-c1ccccc1,0%,19,34%,i,0%[7.66 µM],-7%,7%,-1%,0%
CCCNS(=O)(=O)c1ccc(OCC(=O)N2CCN(Cc3ccc4c(c3)OCO4)CC2)cc1,-3%,28,11%,i,9%,-35%[inhibitor],0%,19%,5%
Cc1ccc(NC(=O)c2ccc3snnc3c2)cc1,-14%,?,-17%,i,-15%,-48%[inhibitor],-28%[9.22 µM],11%,18%
CCCCCCNc1nc(OC)nc(N2CC3CC(C2)c2cccc(=O)n2C3)n1 (centres undefined),-2%,14,6%,i,-14%,-5%,·,?,2%
CCOC(=O)[C@]12Cc3ccccc3[C@H]1N(C(C)C)C(=O)c1cc(OC)ccc12,1%,-25,-7%,i,?,-93%[inhibitor],45%,10%,-19%
COc1ccc(/C(=N/OC(C)=O)c2nccc3cc(OC)c(OC)cc23)cc1OC,-2%,-12,8%,i,58%[activator],5%,-9%,15%,12%
O=C1/C(=C\c2ccc(Cl)cc2Cl)N2CCC1CC2,10%,-2,-25%,i,?,-24%,?,-11%,-2%
CO[C@H]1[C@@H](OC)CC(OC2OC(CO)C(O)C(O)C2O)/C(=C\C#N)[C@@H]1O (some centres undefined),0%,10,-9%,i,-2%,-20%,17%,-23%,10%
O=C(c1cccn2c(=O)c3cc(Cl)ccc3nc12)N1CCC2(CC1)OCCO2,10%,6,8%,i,5%,-40%[inhibitor][57.5 µM],-9%,6%,3%
CCCCOCCCn1c(N)c(C(=O)OCCOC)c2nc3ccccc3nc21,-1%,40,-1%,i,?,-34%[inhibitor],4%,25%,-2%
CON(C)C(=O)Nc1ccc(Cl)cc1,-4%,-13,-1%,i,9%,i,0%,9%,10%
COc1cc(CN2CCN(C(=O)Cc3ccccc3)CC2)cc(OC)c1OC,-4%,0,17%,i,13%,i,7%,-19%,2%
COC(=O)C1=C(c2cccc(Cl)c2)C[C@@H]2CC[C@H]1N2C(=O)NCC1CC1,0%,-20,-9%,i,-28%,-24%,-1%,10%,7%
CCn1cc(C=C2C(=O)N(C)C(=O)N(C)C2=O)c2ccccc21,-7%,-1,-1%,i,2%,-22%,-13%,-6%,1%
OC1CCC(Nc2ccn3nc(-c4cccc(OCc5ccccc5)c4)cc3n2)CC1 (centres undefined),-20%,3,13%,i,?,-31%[inhibitor],35µM*,?,-2%
CC(C)c1ccc(C(c2c(O)c3ccccc3oc2=O)c2c(O)c3ccccc3oc2=O)cc1,-4%,26,-3%,i,?,-32%[inhibitor],11%,12%,-10%
CC(C)=CCSc1nnc([C@@H](N)Cc2c[nH]c3ccccc23)o1,3%,28,18%,?,?,-1%[57.5 µM],-11%,?,9%
NC(=O)CN1CCCC1=O,0%&0%,0,-22%,i,-3%,?,-24%,-43%,-1%
COCCNC(=O)c1c(NC(=O)c2ccco2)n(Cc2ccccc2)c2nc3ccccc3nc12,-6%,60,8%,i,12%,-14%[57.5 µM],8%,4%,-10%
O=P(Oc1ccccc1)(Oc1ccccc1)c1ccccc1,10%,5,2%,i,?,-12%,16%,11%,17%
O=C(O)C1C2CCC(O2)C1C(=O)Nc1ccc(Cl)cc1 (centres undefined),0%,-1,-6%,i,?,i,-14%,-1%,0%
CCOc1ccc(N=Cc2c(O)n(-c3cc(C)cc(C)c3)c(=O)[nH]c2=O)cc1,-5%,-19,-6%,i,0%,-15%,-12%,12%,5%
COC1=CC2[C@@H]3Cc4ccc(OC)c(O)c4[C@]2(CCN3C)CC1=O (some centres undefined),-1%,-10,1%,i,1%,i,21%,-7%,-1%
COc1ccc(-n2cnc3cc(C(=O)N4CCC5(CC4)OCCO5)ccc32)cc1,-6%,-8,-3%,i,?,i,8%,-16%,0%
CCOC(=O)CN1C(=O)C2(C(C#N)=C(N)Oc3ccccc32)C(C(=O)OC)=C1C (centres undefined),8%,13,13%,i,12%,i,27%,6%,1%
Cc1ccc(OCCSC2=NN2c2cc(C)nc(N)n2)cc1,-3%,-8,-19%,i,168%[activator],-1%,15%,-12%,-4%
O=C(c1cc2ccccn2n1)N1CCC2(CC1)OCCO2,-1%,-18,6%,i,0%,i,-18%,-5%,-10%
O=C(NC1CCCCC1)N1Cc2cc(N3CCCCC3)ccc2-n2nncc2C1,0%,21,-18%,i,5%,-15%,8%,14%,-6%
COc1cccc(-n2c(=S)[nH]c3ccccc3c2=O)c1,23%,-1,-8%,i,12%,-6%,-29%[0.397 µM],34%,5%
COC(=O)C1=C(c2ccccc2OCc2ccccc2)C[C@@H]2CC[C@H]1N2C(=O)NCCOc1ccccc1Cl,6%,-22,7%,i,?,i,0%,41%,10%
CC(=O)N1N=C2C3CCN(CC3)C2C1c1ccc(F)cc1 (centres undefined),-6%,0,19%,i,-9%[0.307 µM],4%,9%,-6%,-13%
COCCCNC(=O)c1c(NC(=O)c2ccccc2)n(Cc2ccccc2)c2nc3ccccc3nc12,-5%,-24,8%,i,3%,-18%,-10%,-7%,-12%
CC12C=CC(=O)C=C1CCC1C2C(O)CC2(C)C1CCC2(C)O (centres undefined),-10%,14,5%,i,7%,-12%,-8%,4%,12%
c1ccc2c3c([nH]c2c1)C1(CCNCC1)NCC3,3%,-15,3%,i,?,-19%,18%,-11%,-2%
CCOc1ccccc1OCC(=O)Nc1ccc(Cl)cc1C(=O)c1ccccc1,-3%,10,-8%,i,?,i,-13%,?,11%
CCOc1ccccc1N(CC(=O)NCCc1ccc(OC)cc1)S(=O)(=O)c1ccc(C)cc1,13%,-13,13%,i,-14%,-54%[inhibitor],0%,-3%,-2%
O=c1[nH]c(=O)n(Cc2ccccc2Cl)c(O)c1/C=C1/C=CC=N1,1%,?,13%,i,?,i,-3%[0.397 µM],9%,15%
O=[N+]([O-])c1cnc[nH]1,0%,7,-5%,i,1%,-6%,12%,-32%,26%
CC(=O)O[C@H](CC(=O)O)C[N+](C)(C)C,-2%,25,3%,i,-2%,i,?,-31%,-5%
COc1ccccc1/C=C1/C(=N/O)C2CCN1CC2,-18%,-10,-1%,i,-17%,i,0%,-15%,-9%
Cc1nn(Cc2ccccc2Cl)c(C)c1C(=O)NC1CCCc2ccccc21 (centres undefined),2%,14,-5%,i,6%,-3%,-3%,·,3%
Clc1ccc(OCC#CCN2CCCC2)cc1,-2%,-55*,-13%,i,?,i,-29%[9.22 µM],23%,10%
CCCCOC(=O)COc1cc(C)cc2oc(=O)c3c(c12)CCC3,4%,37,-6%,i,?,-35%[57.5 µM],?,13%,-3%
CCOc1ccc(CN(CCc2ccc3c(c2)OCO3)Cc2ccc(C)cc2)cc1,·,·,-8%,·,?,-41%[inhibitor],-18%,6%,·
O=C(N/N=C/c1c(O)n(-c2ccccc2)c(=O)[nH]c1=O)c1ccncc1,-12%,-6,-9%,i,-17%,i,12%,·,-1%
CNC(=S)N1CCn2cccc2C1c1cccnc1 (centres undefined),-9%,-4,-1%,i,-8%[0.307 µM],15%,-9%,29%,19%
Cc1nc2cc(-c3ccc(Cl)cc3)nn2c(C)c1CCC(=O)N1CCC2(CC1)OCCO2,1%,10,-3%,i,7%,i,0%,·,2%
C[n+]1c(-c2ccccc2)cc(CCCCc2cc(-c3ccccc3)[n+](C)c(-c3ccccc3)c2)cc1-c1ccccc1,-3%,-73*,-5%,i,-21%,i,-8%,?,0%
CCOC(=O)c1c(C)n(Cc2ccc3c(c2)OCO3)c2ccc(O)cc12,·,-7,1%,·,5%,-41%[inhibitor],-6%,13%,6%
O=C(CCCOc1ccc(Cl)cc1Cl)N1CCC2(CC1)OCCO2,-8%,?,-1%,i,-2%,8%[57.5 µM],-8%,36%,?
O=C(Nc1ccc2nc3n(c(=O)c2c1)CCCCC3)c1cccc(C(F)(F)F)c1,·,·,1%,·,4%,-94%[inhibitor],12%,-1%,·
CC(C)C[C@@H]1COc2cc(N3CCN(C)CC3)ccc2S(=O)(=O)N1,-2%,?,-10%,i,?,-14%,16%,-17%,5%
COc1ccc(NP(=O)(Oc2cccc(C)c2)Oc2cccc(C)c2)cc1OC,2%,-5,6%,i,?,-22%,14%,42%,-1%
COC(=O)Nc1nc2ccccc2[nH]1,-1%,21,11%,i,1%,i,0%,·,-2%
Cc1ccc(NC(=O)Cn2cc(C(=O)c3ccccc3)c3ccccc32)c(C)c1,·,·,2%,·,-23%,i,25%,4%,·
CNP(=S)(NC)OCCOc1ccc(OC)cc1,-1%,42,14%[9.22 µM],i,4%,-11%,21%,-54%[inhibitor],-3%
COc1ccc(C2NCc3ccccc3-n3cccc32)cc1 (centres undefined),6%,4,7%,i,?,-23%,23%,-1%,-3%
Nc1ccc(CCN2CCCC2)cc1,2%,14,2%,i,17%,i,2%,5%,-2%

# In another format: entries from further up.
CNP(=S)(NC)OCCOc1ccc(OC)cc1
  aSyn rescue: -1%
  D3 antag: 42
  Abeta rescue: 14%[9.22 µM]
  pAkt inh: i
  GLP1R inv ag: 4%
  PTHR1 agonist: -11%
  TDP-43 yeast inh: 21%
  FUS suppressor: -54%[inhibitor]
  GLP1R ag: -3%

COc1ccc(C2NCc3ccccc3-n3cccc32)cc1 (centres undefined)
  aSyn rescue: 6%
  D3 antag: 4
  Abeta rescue: 7%
  pAkt inh: i
  GLP1R inv ag: ?
  PTHR1 agonist: -23%
  TDP-43 yeast inh: 23%
  FUS suppressor: -1%
  GLP1R ag: -3%
